EPAC2 agonist – EPAC2 (human) agonism; Q8WZA2; EPAC2 activation, biochemical qHTS; response scale: 100% = 6.5 mM cAMP response; Potency, µM (top dose mostly 154 µM), for inactives: at the highest dose activation, hits mostly activators; actives 0.079% (n = 360,000); AID 720711; also: potency is read from the fitted curve at half-maximal effect; nearly all actives have a fitted effect of over 50% in size
Target sequence (Q8WZA2 whole entry, looked up): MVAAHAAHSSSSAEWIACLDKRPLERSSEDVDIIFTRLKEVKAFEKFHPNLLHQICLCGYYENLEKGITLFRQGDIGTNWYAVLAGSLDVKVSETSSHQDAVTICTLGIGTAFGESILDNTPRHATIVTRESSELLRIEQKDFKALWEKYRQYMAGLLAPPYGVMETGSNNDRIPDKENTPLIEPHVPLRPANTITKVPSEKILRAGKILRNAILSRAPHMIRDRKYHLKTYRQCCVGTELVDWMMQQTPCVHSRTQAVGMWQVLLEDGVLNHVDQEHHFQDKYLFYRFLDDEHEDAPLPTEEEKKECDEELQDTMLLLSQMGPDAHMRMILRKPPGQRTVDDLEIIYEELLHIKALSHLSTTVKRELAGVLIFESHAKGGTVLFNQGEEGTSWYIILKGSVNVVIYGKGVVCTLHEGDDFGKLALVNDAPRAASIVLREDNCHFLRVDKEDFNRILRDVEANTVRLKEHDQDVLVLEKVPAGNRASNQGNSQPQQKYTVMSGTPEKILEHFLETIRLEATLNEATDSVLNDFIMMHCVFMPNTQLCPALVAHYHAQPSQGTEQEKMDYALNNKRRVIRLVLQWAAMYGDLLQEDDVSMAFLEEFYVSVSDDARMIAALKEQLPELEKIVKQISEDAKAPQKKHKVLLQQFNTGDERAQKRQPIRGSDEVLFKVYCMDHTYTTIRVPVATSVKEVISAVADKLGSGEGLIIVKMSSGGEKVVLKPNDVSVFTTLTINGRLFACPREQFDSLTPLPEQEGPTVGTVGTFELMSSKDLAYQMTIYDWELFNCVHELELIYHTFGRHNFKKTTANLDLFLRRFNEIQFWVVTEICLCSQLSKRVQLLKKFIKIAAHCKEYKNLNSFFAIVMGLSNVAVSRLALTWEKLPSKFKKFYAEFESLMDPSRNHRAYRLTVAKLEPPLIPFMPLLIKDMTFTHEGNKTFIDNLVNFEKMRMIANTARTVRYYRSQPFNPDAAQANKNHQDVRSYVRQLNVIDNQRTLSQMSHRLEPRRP
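In this primary screen, activation is scored as increased exchange of BODIPY-GDP from Rap1B by 100 nM EPAC2, with 50 uM GDP as competitor. Signal is normalized to the 6.5 mM cAMP agonist control.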
EPAC1 antag – antagonists of human EPAC1; EPAC1 GEF assay, Rap1b-BODIPY-GDP exchange fluorescence; Potency, µM (highest dose often 115 µM), without a hit: at the highest dose activity change, negative = inhibition, usual class: inhibitors; actives 0.14% (n = 360,000); AID 720709;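 also: potency is read from the fitted curve at half-maximal effect; plate controls were vehicle for no effect and positive control for full effect; nearly all actives have a fitted effect of over 50% in size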
PLK1 PBD inh – blocks phosphopeptide binding to human PLK1 polo-box domain; AID 720504; Plk1 PBD binding of FITC phosphopeptide, fluorescence polarization; actives 2.8% (n = 360,000); P53350; Potency, µM, without a hit: max response, negative = inhibition, most hits filed as inhibitors; also: potency is read from the fitted curve at half-maximal effect; series mostly up to about 57 µM; % is scaled to controls: 0 for no effect and ±100 for the full control effect; nearly all actives have a fitted effect of over 65% in size
PI5P4Ka inh – inhibitors of human PI5P4K alpha; PI5P4Kalpha enzyme, ADP-Glo luminescence, 60 min; active compounds read low; max response, %; actives 1.2% (n = 330,000); AID 652105; active = max response of -50% or lower; inconclusive = between -30% and -50%; inactive = -30% or higher; also: value at the top dose of about 77 µM; % is scaled to controls: 0 for no effect and ±100 for the full control effect
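Quantitative HTS of the MLSMR library against PI5P4Kalpha with substrate. ATP added last at 5 microM final; room temperature, 60 minutes. Remaining ATP depleted, ADP converted and read as luminescence.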
CCT chaperon mod – changes cytosolic chaperonin activity; purified chaperonin ATPase assay, HTRF ADP detection, 30 min; activity change, % (concentration not given with the values), hits read low; actives 0.3% (n = 360,000); AID 651819; in the data active = activity change below about -30%; also: % is scaled to controls: 0 for no effect and ±100 for the full control effect
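Nucleotide hydrolysis assay: TRiC at 20–40 nM final (set by batch activity) with 10 uM ATP, 30 min at 37 °C, in presence of 76 uM compound. Detection by competitive ADP HTRF, 30 min ambient.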
EPAC1 agonist – activates human EPAC1 exchange factor; EPAC1 agonist qHTS, biochemical assay; response scale: 100% = response to 6.5 mM cAMP; Potency, µM (titrated, usually from 154 µM), inactives show top-dose activation, actives largely listed as activators; actives 0.073% (n = 360,000); AID 720707; also: potency is read from the fitted curve at half-maximal effect; nearly all actives have a fitted effect of over 60% in size
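Nucleotide exchange by EPAC1 (100 nM) on Rap1B–BODIPY-GDP (250 nM) in the presence of 50 uM GDP is tracked fluorescently at 480/540 nm over 30 min. Signals are normalized to a 6.5 mM cAMP control.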
WRN inhibitor – inhibitors of human WRN helicase; Q14191; WRN helicase unwinding, fluorescent forked duplex, kinetic; Potency, µM (doses to about 114 µM), for inactives: top-dose activity change, negative = inhibition, most hits filed as inhibitors; actives 0.46% (n = 360,000); also: potency is read from the fitted curve at half-maximal effect; % is scaled to controls: 0 for no effect and ±100 for the full control effect; nearly all actives have a fitted effect of over 55% in size
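Kinetic red-fluorescence monitoring (525/598 nm) tracks WRN helicase activity after 100 nM fluorophore-quencher forked duplex and 2 mM ATP are added to 20 nM enzyme pretreated 15 min at room temperature with compound.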
IL-2 act – IL-2 activation. IL-2 activation reporter assay, cell-based qHTS; stimulated with anti-CD3/CD4/CD28 beads; in transgenic mouse T cells. activation, % (series mostly up to about 46 µM). actives 0.065% (n = 360,000); in the data active = activation above about 50%; inconclusive = mostly about 30% to 49%; also: 0% is about no effect
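Unstimulated transgenic mouse T cells; 60-min compound exposure; bead-based TCR/CD4/CD28 stimulation; 18 h culture, 37 degrees C; dual fluorescence (EGFP, DsRed) plate cytometry.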
Numbers without * were called inactive; u = inconclusive; x = not tested or not shown; [ ] = dose if it differs, or a comment. Unless noted, calls follow the shape of the dose curve; as a rule, active = well fitted curve in the direction sought with a large enough effect; inconclusive = small, poorly fitted or top-dose-only effect, or another doubt; inactive = no such curve, though single readings can be large; an effect the other way counts as inactive or inconclusive. Only part of the results is shown (hit frequency here may not be typical).

entry	SMILES	EPAC2 agonist	EPAC1 antag	PLK1 PBD inh	PI5P4Ka inh	CCT chaperon mod	EPAC1 agonist	WRN inhibitor	IL-2 act
1	Cc1ccccc1/C=C/C1=NCCN1	2.0%	-1.5%	-8.3%	0.4	1.2	-11.9%	-0.6%	1.0
2	CCOC(=O)C1(Cc2cccc(F)c2)CCN(CC(O)CO)CC1 (configuration not stated)	-3.5%	-1.0%	-0.8%	10.1	-0.3	10.2%	-3.0%	-3.1
3	CCCCCNC(=O)Cc1ccc(OC)cc1	-6.8%	15.6%	-14.5%	0.3	-0.6	5.0%	7.1%	1.1
4	COC(=O)c1ccccc1NC(=O)C1CCN(S(C)(=O)=O)CC1	7.1%	3.8%	-7.5%	x	-3.3	1.5%	-9.5%	-2.3
5	CCOC(=O)N1CCC(NS(=O)(=O)c2ccc3c(c2)C(C)(C)C(=O)N3C)CC1	0.1%	3.8%	-4.3%	x	1.0	2.8%	-14.2%	-3.2
6	CCNC(=O)C1(C)CCCN(C(=O)c2cc(C)n(C(C)(C)C)n2)C1 (configuration not stated)	6.8%	7.9%	-11.8%	1.9	0.2	-3.2%	3.5%	0.0
7	O=C(OCCN=C1NS(=O)(=O)c2ccccc21)c1cccnc1	1.0%	-10.9%	1.9%	4.8	-3.1	-8.0%	-6.7%	1.6
8	CCC(C)[C@H](N)c1nnc(SCC(=O)Nc2ccc(C)cc2C)o1 (some centres not stated)	4.6%	-0.3%	-17.2%	4.3	0.2	5.7%	-6.2%	0.1
9	CC(C)(C)NC(=O)Cn1nnc(-c2ccccc2NC(=O)c2ccco2)n1	-6.2%	9.1%	0.2%	-1.5	-1.6	-2.2%	-2.0%	1.2
10	Cc1[nH]n(-c2ccccc2)c(=O)c1N=Nc1cccc([N+](=O)[O-])c1	1.5%	-22.7%	-5.1%	3.2	-1.4	0.1%	-8.2%[57.1 µM]	1.0
11	Cc1ccc(NC(=O)COC(=O)Cc2ccsc2)cc1S(=O)(=O)N(C)C	1.2%	-8.7%	-3.8%	-2.1	-0.4	10.4%	-3.7%	-0.1
12	COc1ccc(OC)c(C(=O)Cn2nnc(-c3ccc(N4CCOCC4)cc3)n2)c1	16.8%	-8.2%	4.1%	3.0	-2.6	7.0%	-13.0%	-2.6
13	COc1ccc(NC(=O)C2Cc3c(-c4cccc(C(C)=O)c4)ccnc3O2)cc1 (configuration not stated)	10.9%	-2.3%	-6.8%	-9.0	-0.1	3.2%	1.9%	-0.2
14	COc1ccc(-n2ncc3c2CC(C)(C)CC3NC(=O)c2oc(C)cc2C)cc1 (configuration not stated)	-13.3%	-21.9%	-0.9%	2.1	-0.2	-2.5%	3.5%	-2.9
15	CC(C)=CCCC(C)CN1CCC(n2nccc2NC(=O)c2ccccc2)CC1 (configuration not stated)	-4.8%	2.0%	-8.4%	9.9	0.2	-12.4%	-4.4%	0.1
16	CC1(Oc2cccnc2Cl)CCN(Cc2ccc(OC(F)(F)F)cc2)C1 (configuration not stated)	6.1%	-7.6%	-9.1%	2.7	-1.1	-5.8%	-8.5%	0.0
17	Cc1cc(C)n2nc(C(=O)OCC(=O)N(Cc3ccccc3)C(C)C)nc2n1	-0.5%	-13.4%	1.7%	0.2	0.3	0.0%	-2.0%	1.4
18	Cc1ccc(S(=O)(=O)N2[C@@H](c3ccc(F)cc3)C(C(=O)O)=CC[C@H]2c2cccc(Cl)c2)cc1	6.0%	-0.4%	u	-0.2	0.2	-7.6%	0.8%	1.5
19	CC(C)c1cccc(-c2csc(C(O)c3ccccc3)n2)c1 (configuration not stated)	9.6%	-28.1%	-9.8%	28.3	-0.4	2.6%	-4.4%[57.1 µM]	-0.5
20	COc1ccc2[nH]c(C(=O)N/N=C/c3ccc(O)cc3O)cc2c1	17.2%	1.2%	-3.5%	-10.2	-0.3	15.1%	-27.3%	0.3
21	COC(=O)C1=C(C)Nc2nnnn2C1c1ccco1 (configuration not stated)	3.3%	-22.0%	-7.2%	0.8	2.0	4.9%	-6.9%	1.0
22	C=CCn1c(SCc2ccccc2)nc2c1c(=O)[nH]c(=O)n2C	-3.8%	-11.0%	26.7µM*	-0.9	-2.9	-1.9%	4.0%	-0.1
23	c1ccc(NNC2=NCCCCC2)cc1	7.4%	-12.7%	u	-0.2	0.4	-9.9%	-1.7%	-0.2
24	CCOC(=O)c1cc(OC(=O)c2ccccc2Br)n(-c2ccccc2)n1	4.7%	15.9%	-0.5%	x	1.7	-7.4%	-12.4%	-1.6
25	O=C(N=Nc1c(O)[nH]c2ccccc12)c1cccc(S(=O)(=O)Nc2ccccc2Cl)c1	8.2%	-19.3%	29.9µM*	-21.7	-0.3	-9.8%	-17.2%	0.4
26	Cc1cc(C)n(/N=C/c2cccs2)c(=O)c1C#N	13.9%	-14.7%	-9.4%	-5.3	0.5	16.3%	-3.4%	-0.4
27	O=C(NCCCN1CCCC1=O)c1ccc(S(=O)(=O)Nc2ccccc2F)cc1	5.5%	-22.0%	-2.8%	-7.6	0.3	-39.2%[inhibitor]	-14.6%	1.0
28	COc1ccc(-c2nn(-c3ccccc3)cc2C(=O)O)cc1OC	7.0%	-1.7%	0.5%	x	-2.4	6.6%	-6.5%[57.1 µM]	-3.2
29	COc1ccc(NC(=O)CCNC(=O)Cn2ccc3ccccc3c2=O)cc1OC	5.7%	-4.6%	-14.7%	5.4	-2.1	6.4%	-1.6%	-2.1
30	O=C(CCCOc1ccccc1)N1CCN(c2ccccn2)CC1	7.0%	-8.5%	-8.6%	-0.3	0.2	0.0%	-2.3%	-0.1
31	CN(C)N1C(N)=C(C#N)C(c2cccc([N+](=O)[O-])c2)C2=C1CC(C)(C)CC2=O (configuration not stated)	-0.8%	1.3%	5.5%	-3.6	1.1	-1.3%	14.1%	1.5
32	CCC(c1nnnn1CCOC)N1CCN(c2nc3ccccc3s2)CC1 (configuration not stated)	6.7%	-8.0%	-2.7%	-2.0	-1.9	-7.9%	7.5%	-3.8
33	O=C(NCC(=O)N(c1cccc(F)c1)C(C(=O)NC1CCCC1)c1ccncc1)c1ccco1 (configuration not stated)	-6.1%	-9.5%	u	2.1	-1.1	-13.2%	4.1%	-2.2
34	Cc1ccc(C)c(C(=O)c2c(C)nc3sccn23)c1	-9.1%	-1.6%	-1.1%	1.6	-1.6	15.7%	-6.8%	-0.8
35	CCC1C(=O)N=C(SCC(=O)Nc2ccc(S(N)(=O)=O)cc2)NC1=O (configuration not stated)	8.7%	2.5%	-17.3%	-1.9	0.6	7.2%	2.0%	0.3
36	Cn1c(N)c(C(=O)CN2CCN(S(=O)(=O)c3ccccc3C#N)CC2)c(=O)n(C)c1=O	0.8%	-2.5%	-3.8%	-13.3	-2.3	2.2%	4.6%	2.4

Part of the list above, as labelled records.
25. O=C(N=Nc1c(O)[nH]c2ccccc12)c1cccc(S(=O)(=O)Nc2ccccc2Cl)c1
  EPAC2 agonist: 8.2% | EPAC1 antag: -19.3% | PLK1 PBD inh: 29.9µM* | PI5P4Ka inh: -21.7 | CCT chaperon mod: -0.3 | EPAC1 agonist: -9.8% | WRN inhibitor: -17.2% | IL-2 act: 0.4
26. Cc1cc(C)n(/N=C/c2cccs2)c(=O)c1C#N
  EPAC2 agonist: 13.9% | EPAC1 antag: -14.7% | PLK1 PBD inh: -9.4% | PI5P4Ka inh: -5.3 | CCT chaperon mod: 0.5 | EPAC1 agonist: 16.3% | WRN inhibitor: -3.4% | IL-2 act: -0.4
27. O=C(NCCCN1CCCC1=O)c1ccc(S(=O)(=O)Nc2ccccc2F)cc1
  EPAC2 agonist: 5.5% | EPAC1 antag: -22.0% | PLK1 PBD inh: -2.8% | PI5P4Ka inh: -7.6 | CCT chaperon mod: 0.3 | EPAC1 agonist: -39.2%[inhibitor] | WRN inhibitor: -14.6% | IL-2 act: 1.0
28. COc1ccc(-c2nn(-c3ccccc3)cc2C(=O)O)cc1OC
  EPAC2 agonist: 7.0% | EPAC1 antag: -1.7% | PLK1 PBD inh: 0.5% | PI5P4Ka inh: x | CCT chaperon mod: -2.4 | EPAC1 agonist: 6.6% | WRN inhibitor: -6.5%[57.1 µM] | IL-2 act: -3.2

Carrying on.
entry	SMILES	EPAC2 agonist	EPAC1 antag	PLK1 PBD inh	PI5P4Ka inh	CCT chaperon mod	EPAC1 agonist	WRN inhibitor	IL-2 act
37	CCOC(=O)c1sc2nc(C)n(N)c(=O)c2c1C	-2.5%	-2.6%	3.6%	-3.0	-0.9	-3.8%	0.2%	-0.1
38	COC(=O)c1ccc(CN2CCCC(CCC(=O)NCc3ccc(C)o3)C2)cc1 (configuration not stated)	5.8%	-1.5%	23.8µM*	-23.0	-3.5	-2.4%	-17.6%	3.9
39	COCCn1c(=S)[nH]c2cc(C(=O)NCCCN3CCOCC3)ccc2c1=O	2.2%	7.7%	-2.6%	x	2.6	-10.9%	-19.2%	0.7
40	CCCc1cc(=O)[nH]c(SCC(=O)NN(c2ccccc2)c2ccccc2)n1	-3.5%	6.6%	-9.5%	-5.4	4.1	-6.4%	-16.4%	4.0
41	COC(=O)CCC(=O)NNC(=O)C1CC1(c1ccccc1)c1ccccc1 (configuration not stated)	19.5%	4.8%	-15.1%	-2.5	2.7	13.4%	4.9%	-0.3
42	N#Cc1c(NC(=O)c2cc(-n3cnnc3)ccc2Cl)sc2c1CCCC2	8.2%	-19.0%	-18.8%	-4.7	0.3	6.2%	-15.0%	-0.3
43	COc1cc(CNC(C)C23CC4CC(CC(C4)C2)C3)ccc1OCC(=O)NC(C)(C)C (configuration not stated)	7.8%	4.3%	-1.3%	2.3	-2.7	-1.3%	-3.9%	0.2
44	Cn1cnc2cc(NCc3ccc(Cl)cc3)ccc21	3.9%	3.6%	-10.7%	-0.9	0.6	13.6%	-2.5%	1.1
45	CC(C)(C)NC(=O)c1ccc2c(c1)N(CC(=O)N1CCCCC1)C(=O)C(C)(C)O2	1.5%	8.3%	-6.3%	0.0	-4.6	-0.5%	3.9%	3.0
46	COc1ccc(-c2ccnc3[nH]n(-c4ccccc4)c(=O)c23)cc1	0.3%	-19.4%	-1.2%	2.2	-2.6	3.7%	-1.5%	-0.5
47	Cn1c(C(O)C(O)c2ccccc2)nc2ccccc21 (configuration not stated)	0.9%	-15.8%	-1.2%	2.8	0.0	-7.4%	10.4%	-2.2
48	CN(C)C(=O)c1ccc(NC(=O)COC(=O)C2CCN(S(=O)(=O)c3ccc4c(c3)OCCO4)CC2)cc1	4.7%	u	1.4%	-5.9	2.2	-1.2%	-6.0%	0.5
49	COc1ccc(S(=O)(=O)N2CCCCC2)cc1NC(=O)Cn1c(=O)cnc2ccccc21	6.1%	-1.1%	0.1%	-7.3	2.0	-2.0%	0.8%	0.4
50	CCc1nc(NCCO)c(C#N)c2c1CSC(C)(C)C2	-3.1%	7.6%	-18.6%	-0.4	0.2	-3.9%	0.4%	0.0
51	Cc1cc(N/N=C/c2ccc(N(C)C)cc2)nc(NCc2ccccc2)n1	8.4%	-2.1%	6.0%	-6.5	0.6	-1.1%	0.0%	-0.3
